All columns: NCI-60 one-dose screen, growth in % after 48 h at 10 µM unless noted; 100 = growth as untreated, 0 = no growth, -100 = all killed.
OVCAR-8 – OVCAR-8 ovarian cancer. hit rate 4.4% among 81,000
OVCAR-3 – OVCAR-3 ovarian cancer; hit rate 7% among 79,000
IGROV1 – IGROV1 ovarian cancer; hit rate 4.7% among 79,000; AID 1794786
RXF 393 – RXF 393 renal cancer cells. AID 1794773. hit rate 6.9% among 77,000
ACHN – ACHN renal cancer; hit rate 4.9% among 81,000; AID 1794771
SK-OV-3 – SK-OV-3 ovarian cancer cells | hit rate 3.2% among 80,000 | AID 1794785
OVCAR-4 – OVCAR-4 ovarian cancer cells; hit rate 3.7% among 80,000; AID 1794784
A498 – A498 renal cancer cells | hit rate 5.4% among 76,000
OVCAR-5 – OVCAR-5 ovarian cancer; hit rate 2.9% among 82,000; AID 1794783
An asterisk follows results filed as active; . = no result given; & = joins results of further samples; ! = a repeat was not active. Rule for the calls: active = growth percent below 10; inactive = the rest.

Results follow in this order: ACHN, IGROV1, OVCAR-8, A498, OVCAR-5, OVCAR-4, SK-OV-3, RXF 393, OVCAR-3
COc1cc(C2CC(c3cc(OC)c(OC)c(OC)c3)=NN2c2ccccc2)ccc1OCc1ccc(Cl)cc1 (centres undefined)
→ 100, 98, 104, 107, 96, 112, 107, 129, 96
CCOC(=O)OC(C)OC(=O)C1N2C(=O)C(NC(=O)[C@H](N)c3ccccc3)C2SC1(C)C (some centres undefined)
→ ., 96, ., 109, ., 103, 110, ., 112
S=C1NC=C(n2nc(-c3ccccc3)nc2-c2ccccc2)C(c2ccc(Cl)cc2)N1 (centres undefined)
→ 109, 122, 106, 94, 106, 103, 124, 109, 138
CCCCNC(=O)N1CC(C(=O)OC)CC1=O (centres undefined)
→ 105, 105, 102, 111, 104, 114, 104, 111, 114
COc1cc2nc(-c3ccc(Cl)cc3)cc(OCCCN3CCC(O)CC3)c2cc1OC
→ 35, 33, 43, ., 46, 69, 74, 46, 72
O=S(=O)(Oc1ccc(-c2cn3ccsc3n2)cc1)N1CCCCC1
→ 102, 105, 108, 84, 111, 105, 111, 102, .
O=C(Nc1ccccc1)Oc1ccccc1Cl
→ 103, 109, 103, 119, 110, 103, 94, 112, 103
CCCOc1ccc2c(c1)CC[C@@H]1[C@@H]2CC[C@@]2(C)[C@H]1CC[C@]2(C)O
→ 94, 118, 74, 114, 77, 81, 75, 84, 104
O=c1c([N+](=O)[O-])cn(Cc2ccccc2)c(=O)n1Cc1ccccc1
→ 94, 105, 106, 85, 115, 94, 116, 125, 108
COc1cc(Cc2cc(-c3ccc(Cl)cc3)n[nH]c2=O)ccc1O
→ 109, 112, 93, 104, 115, ., 99, ., 96
O=C(c1ccc(O)c(Br)c1)c1cc(Br)ccc1O
→ 108&99, 109&103, 110&105, 94&99, 108&105, 101&115, 107&99, 110&110, 98&117
OCCNc1nc(NCCO)nc(Nc2ccc(C3=NN(c4cc(Cl)cc(Cl)c4)C(c4ccc(Cl)cc4)C3)cc2)n1 (centres undefined)
→ 51, -12*, 21, 71, 86, -18*, 83, -58*, -60*
COc1ccc(OC)c(-c2c(C#N)c(-c3ccc(Cl)cc3)nc3c2c(-c2ccccc2)nn3-c2ccccc2)c1
→ 102, 108, 101, 113, 101, 102, 100, 101, 107
O=C(O)c1cn(C2CC2)c2cc(N3CCN(C(=O)Nc4nc(-c5ccc(Cl)cc5)cs4)CC3)c(F)cc2c1=O
→ 6.0*, ., 7.4*, -3.8*, 27, 24, -2.4*, 42, 5.9*
O=C(O)c1ccccc1-c1ccccc1C(=O)NCCc1cc2ccccc2[nH]1
→ 100, 95, 109, 75, 100, ., 105, 119, 113
COC(=O)c1ccccc1C(=O)c1c(C)cc(C)cc1C
→ 101, 99, 101, 89, 101, 100, 102, 111, 103
O=c1c2cnn(-c3ccccc3)c2n2c(-c3ccccc3)nnc2n1-c1ccccc1
→ 102, 97, 79, ., 119, 87, 89, 103, 106
O=[N+]([O-])c1cccc(-c2nnc(CSc3nnc(-c4cccc([N+](=O)[O-])c4)o3)o2)c1
→ 102, 102, 100, 102, 108, 99, 109, 101, 116
Cc1cc(N)c2ccccc2[n+]1CCCCCCCCCC[n+]1c(C)cc(N)c2ccccc21
→ 43, -18*, 27, -7.9*, -58*, 20&21, -29*, -30*, -17*!
c1ccc2c(c1)ccc1[nH]c3c(c12)CCCC3
→ 76, 71, 65, 116, 96, 85, 75, 78, 91
Oc1ccccc1N=Cc1ccc(Br)cc1
→ 94, 113, 90, 107, 100, 100, 101, 113, 94
O=C1/C(=C\c2cccc(Br)c2)Sc2ccc(Cl)cc21
→ 96, 103, 104, 87, 110, 110, 94, 105, 112
N#Cc1c2c(nn(-c3cccc(Cl)c3)c1=O)C(O)=C([N+](=O)[O-])C(c1ccoc1)C2 (centres undefined)
→ 79, 78, 91, 83, 123, 60, ., 92, 86
COc1cc(NC(=O)c2cc(O)c(CC=C(C)C)c(O)c2)cc2c1O[C@]1(C)CC[C@@H](O)C(C)(C)[C@H]1C2
→ 36, 52, 54, -2.7*, 62, 52, 21, -24*, 32
O=C(Nc1ccc(SC(F)(F)F)cc1)Nc1ccc(Cl)c(Cl)c1
→ 103, 70, 99, 80, 97, 92, 85, 85, 94
COc1cc(/C=C/c2ccccc2)cc(OC)c1
→ 97, 85, 98, 89, 96, 105, 106, 118, 105
CC[N+](CC)(CCCOc1ccc(OCCC[N+](CC)(CC)Cc2ccc([N+](=O)[O-])cc2)cc1)Cc1ccc([N+](=O)[O-])cc1
→ 107, 105, 96, 103, 111, 106, 101, 100, 108
O=C(/C=C/c1cccc(Oc2ccc(Cl)cc2)c1)c1ccccc1
→ 99, 102, 92, 99, 96, 90, 114, 101, 93
O=c1ccc(N=Nc2ccc([N+](=O)[O-])cc2)ccc1O
→ 17, 21, 9.9*, 103, 48, 30, 79, 46, 9.0*
COc1ccc(C(=O)/C=C/Nc2cc(-c3ccccc3)nn2-c2ccccc2)cc1
→ 99, 98, 96, 78, 94, 99, 98, 86, 109

Sorted by SMILES length (descending): part of the list above.
Results follow in this order: ACHN, IGROV1, OVCAR-8, A498, OVCAR-5, OVCAR-4, SK-OV-3, RXF 393, OVCAR-3
CC[N+](CC)(CCCOc1ccc(OCCC[N+](CC)(CC)Cc2ccc([N+](=O)[O-])cc2)cc1)Cc1ccc([N+](=O)[O-])cc1
→ 107, 105, 96, 103, 111, 106, 101, 100, 108
COc1cc(NC(=O)c2cc(O)c(CC=C(C)C)c(O)c2)cc2c1O[C@]1(C)CC[C@@H](O)C(C)(C)[C@H]1C2
→ 36, 52, 54, -2.7*, 62, 52, 21, -24*, 32
O=C(O)c1cn(C2CC2)c2cc(N3CCN(C(=O)Nc4nc(-c5ccc(Cl)cc5)cs4)CC3)c(F)cc2c1=O
→ 6.0*, ., 7.4*, -3.8*, 27, 24, -2.4*, 42, 5.9*
OCCNc1nc(NCCO)nc(Nc2ccc(C3=NN(c4cc(Cl)cc(Cl)c4)C(c4ccc(Cl)cc4)C3)cc2)n1 (centres undefined)
→ 51, -12*, 21, 71, 86, -18*, 83, -58*, -60*
COc1ccc(OC)c(-c2c(C#N)c(-c3ccc(Cl)cc3)nc3c2c(-c2ccccc2)nn3-c2ccccc2)c1
→ 102, 108, 101, 113, 101, 102, 100, 101, 107
CCCOc1ccc2c(c1)CC[C@@H]1[C@@H]2CC[C@@]2(C)[C@H]1CC[C@]2(C)O
→ 94, 118, 74, 114, 77, 81, 75, 84, 104
Cc1cc(N)c2ccccc2[n+]1CCCCCCCCCC[n+]1c(C)cc(N)c2ccccc21
→ 43, -18*, 27, -7.9*, -58*, 20&21, -29*, -30*, -17*!
O=c1c2cnn(-c3ccccc3)c2n2c(-c3ccccc3)nnc2n1-c1ccccc1
→ 102, 97, 79, ., 119, 87, 89, 103, 106
COc1cc2nc(-c3ccc(Cl)cc3)cc(OCCCN3CCC(O)CC3)c2cc1OC
→ 35, 33, 43, ., 46, 69, 74, 46, 72
O=c1c([N+](=O)[O-])cn(Cc2ccccc2)c(=O)n1Cc1ccccc1
→ 94, 105, 106, 85, 115, 94, 116, 125, 108
O=C(O)c1ccccc1-c1ccccc1C(=O)NCCc1cc2ccccc2[nH]1
→ 100, 95, 109, 75, 100, ., 105, 119, 113
O=C(Nc1ccc(SC(F)(F)F)cc1)Nc1ccc(Cl)c(Cl)c1
→ 103, 70, 99, 80, 97, 92, 85, 85, 94
O=C(/C=C/c1cccc(Oc2ccc(Cl)cc2)c1)c1ccccc1
→ 99, 102, 92, 99, 96, 90, 114, 101, 93
O=C1/C(=C\c2cccc(Br)c2)Sc2ccc(Cl)cc21
→ 96, 103, 104, 87, 110, 110, 94, 105, 112
COC(=O)c1ccccc1C(=O)c1c(C)cc(C)cc1C
→ 101, 99, 101, 89, 101, 100, 102, 111, 103
CCCCNC(=O)N1CC(C(=O)OC)CC1=O (centres undefined)
→ 105, 105, 102, 111, 104, 114, 104, 111, 114
O=C(Nc1ccccc1)Oc1ccccc1Cl
→ 103, 109, 103, 119, 110, 103, 94, 112, 103

The list continues.
Results follow in this order: ACHN, IGROV1, OVCAR-8, A498, OVCAR-5, OVCAR-4, SK-OV-3, RXF 393, OVCAR-3
COc1cccc(-c2nc3occn3c2-c2ccnc(NCCNS(=O)(=O)c3cccc4ccccc34)n2)c1
→ 100, 89, 97, ., 123, 102, 84, 102, 103
CCC(C)C1OC1(C)C1(O)C(C)=CC2CC(CO)=CCC2C1/C=C/C=C/C=C/C(=O)O (centres undefined)
→ 104, 104, 108, ., 117, 109, 108, 117, 119
COC1=CC(=O)C(OC)=C(O)C1=O
→ 98, 103, 103, 106, 95, 91, 91, 104, 105
NS(=O)(=O)c1ccc(NC(=O)CSc2nc3ccccc3c(=O)n2Cc2ccccc2)cc1
→ 91, 102, 87, 59, 96, 79, 108, 81, 93
COc1ccc(C2CC(c3ccc(N)cc3)=NN2c2ccccc2)cc1 (centres undefined)
→ 104, 110, 102, 95, 101, 106, 99, ., 104
COc1cc(/C=C2\SC(=O)NC2=O)ccc1OCc1cc2ccccc2nc1Cl
→ 111, 117, 104, 105, 108, 98, 106, 110, 109
O=S(=O)(NCCCNc1nccc(-c2c(-c3cccc(O)c3)nc3occn23)n1)c1ccc(F)cc1
→ 79, 76, 79, ., 128, 110, 71, 68, 97
O=c1c2cc(F)ccc2sc2c(NCc3ccccc3)nc3ccccc3c12
→ 95, 81, 100, 87, 92, 91, 95, 101, 104
CC(=O)OCCc1sc[n+](Cc2cnc(C)nc2N)c1C
→ 109, 117, 106, 109, 123, 107, 110, 112, 118
CCC1(CC)COC(c2ccc(C)cc2)OC1
→ 99, 112, 103, 87, 87, 107, 101, ., 110
CCCN(CCC)CC(O)c1cc2cc(C(F)(F)F)cc(C(F)(F)F)c2c2cc(Cl)c(Cl)cc12 (centres undefined)
→ 56, 87, 99, 79, 79, ., 85, 75, 108
O=C(/C=C1\C=CN(CCCCCCF)c2ccccc21)n1ccc2ccccc21
→ 97, 68, 101, 96, 99, 82, 99, 121, 100
c1ccc(-c2cc(-c3c[nH]c4ccccc34)c3ccccc3n2)cc1
→ 101, 69, 88, 92, 109, 129, 118, 99, 94
CC1(C)CC(=O)C2=C(C1)N(c1ccc(OC(F)(F)F)cc1)C(N)=C(C#N)C2c1ccc(F)c(Br)c1 (centres undefined)
→ 96, 98, 98, ., 97, 100, 119, 98, 112
CC(=O)Nc1ccc(-c2cc3c(NCC4CCCCC4)ncnc3s2)cc1
→ 95, 88, 95, 84, 95, 96, 97, ., 106
O=C(Nc1ccc(F)c(F)c1)c1n[nH]c(=O)c2ccccc12
→ 105, 70, 103, 106, 110, 95, 100, 110, 123
COC(=O)C/C(=C\c1ccc2c(c1)OCO2)C(=O)OC
→ 98, 92, 106, 83, 98, 102, 109, ., 102
CC(=O)O[C@H]1CC[C@H]2[C@@H]3CC[C@H]4OC(=O)CC[C@@H]4[C@H]3CC[C@]12C
→ 111, 112, 112, 91, 120, ., 112, 123, 133
NC(=O)NN=C(C1CC1)C1CC1
→ 95, 109, 123, 107, 101, 104, 104, 138, 106
O=C(O)CNC(=O)c1nc(-c2ccccc2)n(-c2ccc([N+](=O)[O-])cc2)n1
→ 99, 109, 107, 102, 107, 101, 102, ., 101
C=C(C)[C@@H]1CC[C@]2(C(=O)N[C@@H](Cc3ccccc3)C(=O)O)CC[C@]3(C)[C@H](CC[C@@H]4[C@@]5(C)Cc6c([nH]c7ccccc67)C(C)(C)[C@@H]5CC[C@]43C)[C@@H]12
→ 22, 37, 30, ., 94, 65, 80, 34, 58
C/C=C(\C)C(C(=O)NC1CCCCC1)N(C(=O)C1CCc2cc(F)ccc2O1)c1ccc(F)cc1F (centres undefined)
→ 103, 99, 91, 115, 105, 101, 99, 118, 106
Oc1cc(Cl)ccc1Cc1ccc(Cl)cc1O
→ 49, 83, 65, 126, ., 30, 91, 74, 40
Nc1nc(-c2ccccc2)c(CC(=O)O)s1
→ 106, 104, 103, 104, 94, 116, 105, 121, 104
O=S(=O)(Oc1ccc(-c2nnc(Nc3ccccc3)s2)cc1)C(F)(F)C(F)(F)C(F)(F)C(F)(F)C(F)(F)C(F)(F)F
→ 103, 107, 107, 99, 93, 107, 108, 102, 108
O=C1c2ccccc2C[C@]12C(c1ccc(F)cc1)=NOS2=O (some centres undefined)
→ 105, 99, 95, 92, 109, 96, 107, 109, 109
CC/C(=C(/CC)c1ccc(OP(=O)(O)O)cc1)c1ccc(OP(=O)(O)O)cc1
→ 107, 107, 102, 88, 108, 95, 121, 100, 102
COc1ccc(NC(=O)c2sc3ncc(Br)cc3c2N)cc1
→ 94, 92, 103, 81, 96, 102, 100, 108, 101
COc1cc(NCCN(C(C)C)C(C)C)c2ncccc2c1
→ 42, 79, 81, 69, 92, 89, 95, ., 78
CCOC(=O)C1=CC2CCOC2O1 (centres undefined)
→ 97, 107, 101, 94, 104, 97, 91, 103, 110
NC(CSSCC(N)C(=O)O)C(=O)O (centres undefined)
→ -38*, 32, 2.4*, -7.4*, -5.6*, 35, ., -38*, 4.7*
COc1cc(OC)cc(-c2nnc(-c3cc4ccccc4nc3Cl)o2)c1
→ 94, 85, 94, 102, 110, 103, 86, ., 91
Cc1c(C(=O)/C=C/c2ccc3ccccc3c2)[n+]([O-])c2cc(F)ccc2[n+]1[O-]
→ 100, 93, 97, ., 113, ., 104, 113, 135
COc1ccc(-c2nn(-c3cccc(Cl)c3)cc2/C=C2\C(=N)NC(=O)C(C#N)=C2N)cc1
→ 108, 100, 95, 128, 117, 104, 105, 102, 123
CCN(CC)c1ccc(/C=N/NC(=O)CSc2nc3ccccc3c(=O)n2Cc2ccc(S(N)(=O)=O)cc2)c(O)c1
→ 34, 26, 20, ., 45, 13, 22, 43, 15
CCCC(C)=C(C(=O)OCC)C(=O)OCC
→ 98, 114, 100, ., 95, 106, 117, 111, 112

Only RXF 393, OVCAR-4 and OVCAR-8, for 2 of the compounds above:
structure	RXF 393	OVCAR-4	OVCAR-8
NC(CSSCC(N)C(=O)O)C(=O)O (centres undefined)	-38*	35	2.4*
CCCC(C)=C(C(=O)OCC)C(=O)OCC	111	106	100
